Rac1 GTP hydrolysis: MgcRacGAP GTPase-activating activity inhibitors, confirmation, biochemical, ADP Hunter fluorescence; 0.6% of 340,000 active; MgcRacGAP-stimulated Rac1 GTP hydrolysis, ADP Hunter fluorescence; higher % means a stronger effect; GST-tagged Rac1 F28L mutant substrate; AID 624330; one-dose inhibition, % at 30 µM; IC50 in µM for titrated hits;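 active = first-screen hits whose inhibition reached a set limit at any dose in the follow-up dose series; inconclusive = inhibition above the set first-screen limit but never retested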;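 note: fluorescence reports GDP produced by GAP-driven GTP hydrolysis; strong numbers were not always called active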
GPR35 antagonists: inhibition of zaprinast-stimulated GPR35 beta-arrestin translocation – imaging, U2OS, beta-arrestin-GFP, zaprinast agonist, primary screen (AID 2058); U2OS GPR35 beta-arrestin-GFP translocation imaging, zaprinast antagonism; higher % means a stronger effect; inhibition, % at 10 µM, or IC50 in µM where a hit was titrated; 0.052% of 290,000 active;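 active = inhibition of at least 50% with at least 30 cells and total cytoplasm GFP at most 10,000,000; inconclusive = under 30 cells or total GFP of 10,000,000 plus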
Salmonella PhoP GFP: inhibitors of PhoP regulon expression, primary screen, Salmonella Typhimurium, GFP reporter (AID 1863) | S. Typhimurium PhoP-regulated promoter GFP reporter, 4 h; higher % means a stronger effect | inhibition, % at 50 µM, or IC50 in µM where a hit was titrated | 0.16% of 300,000 active;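 active = inhibition over 29.93%, a cutoff 3 SD above the screen mean, later confirmed by dose response; inconclusive = inhibition over 29.93% but no dose response follow-up; inactive = inhibition at most 29.93% or unconfirmed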;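 note: 0% = low Mg2+ inducing control and 100% = high Mg2+ repressing control; strong numbers were not always called active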
GPR55 antagonists: inhibition of LPI-stimulated GPR55 beta-arrestin translocation – imaging, U2OS, beta-arrestin-GFP, LPI agonist, primary screen (AID 2013); 0.13% of 290,000 active; U2OS GPR55 beta-arrestin-GFP translocation imaging, LPI antagonism; higher % means a stronger effect; one-dose inhibition, % at 10 µM; IC50 in µM for titrated hits;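 active = spots per cell inhibited over 60%, with over 100 cells counted and total cytoplasm intensity under 500,000; inconclusive = wells with under 100 cells, flagged as likely toxic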;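 note: U2OS cells stably carrying GPR55 and arrestin-GFP stimulated by 5 µM LPI near EC80; imaged beta-arrestin-GFP aggregate spots per cell after agonist stimulation; plate controls were LPI-stimulated DMSO wells for no effect and DMSO wells without LPI for full effect; some results filed as inactive read as strong as hits; confirmed hits need IC50 under 10 µM and bright autofluorescent wells are also inconclusive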
Myeloid diff MLP: myeloid differentiation induction; ER-HoxA9 myeloid progenitors, lysozyme-GFP differentiation, flow cytometry; calls only at 10 µM; 1% of 360,000 active; AID 624256;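 active = normalized GFP-positive differentiation at or above the plate's own cutoff, the solvent-only control mean plus 3 SD; inconclusive = no clear call, values can overlap the other calls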;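 note: cells exposed to compound for four days before flow analysis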
HIV fusion peptide: cell-free HIV fusion peptide-binding blockers – biochemical, uHTS, fluorescence dequenching, primary screen (AID 1986) | cell-free peptide binding, fluorescence dequenching, 30 min; higher % means a stronger effect | one-dose inhibition, % at 20 µM; IC50 in µM for titrated hits | 0.3% of 290,000 active; in the data active = inhibition mostly above about 52%, no sharp cut-off; inactive = mostly below about 76%; note: some results filed as inactive read as strong as hits
NTR1 agonist: NTR1-driven beta-arrestin-GFP spot formation – imaging, U2OS cells, high content, primary screen (AID 493036). P30989. agonist mode. activation, % at 20 µM. 0.17% of 330,000 active;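 active = activation at or above 40% of the spot to cytoplasm intensity ratio, with at least 20 cells analyzed; inconclusive = wells under 20 cells, flagged as cytotoxic or low count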;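 note: 0% = DMSO without peptide and 100% = 100 nM NTR1 peptide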
Target sequence (P30989 whole entry, looked up): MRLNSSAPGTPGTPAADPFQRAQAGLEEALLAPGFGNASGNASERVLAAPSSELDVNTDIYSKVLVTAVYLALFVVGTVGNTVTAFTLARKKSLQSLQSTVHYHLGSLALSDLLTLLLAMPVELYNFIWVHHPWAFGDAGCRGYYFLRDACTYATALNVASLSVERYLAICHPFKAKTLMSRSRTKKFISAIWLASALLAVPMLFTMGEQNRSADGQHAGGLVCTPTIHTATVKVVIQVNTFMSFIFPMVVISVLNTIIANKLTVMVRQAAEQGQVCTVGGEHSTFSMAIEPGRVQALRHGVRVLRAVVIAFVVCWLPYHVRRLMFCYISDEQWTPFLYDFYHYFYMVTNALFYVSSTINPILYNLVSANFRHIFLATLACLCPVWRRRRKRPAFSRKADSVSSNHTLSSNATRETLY
LYP phosphatase: inhibitors of LYP phosphatase, biochemical, fluorescence intensity, uHTS (AID 1779); 0.054% of 290,000 active; inhibition, % at 11.5 µM; hits with a dose series show IC50 in µM; recombinant LYP phosphatase, fluorescence intensity; higher % means a stronger effect; in the data active = inhibition above about 50%;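 note: plate controls were vehicle with enzyme for no effect and no enzyme for full effect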
SIAH1 antagonists: blockers of Siah-1 interaction with plectin peptide – biochemical, fluorescence polarization, rhodamine-plectin, uHTS, primary screen (AID 1817). Siah-1 / rhodamine-plectin peptide fluorescence polarization; higher % means a stronger effect. displacement, % at 20 µM; hits with a dose series show IC50 in µM. 0.02% of 290,000 active;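 active = displacement of at least 50% at 20 µM, with a fluorescence ratio check between 0.3 and a set limit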;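 note: plate controls were Siah plus tracer with DMSO for no effect and tracer alone without Siah for full effect; strong numbers were not always called active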
NTR1 agonist cell count 20 µM: also measured in NTR1 agonist; calls as there; cell count; measured here: cell count, cytotoxicity flag
Myeloid diff MLP GFP+ MAC1+ %: recorded beside Myeloid diff MLP, whose call it bears; GFP+ MAC1+ double positive, %; measured here: differentiation confirmed by MAC1 staining
An asterisk follows results filed as active; i = inactive; ? = inconclusive; . = not tested or not shown. The order is random. Share with any hit: about 2.4%.

SMILES	Rac1 GTP hydrolysis	GPR35 antagonists	Salmonella PhoP GFP	GPR55 antagonists	Myeloid diff MLP	Myeloid diff MLP GFP+ MAC1+ %	HIV fusion peptide	NTR1 agonist	NTR1 agonist cell count 20 µM	LYP phosphatase	SIAH1 antagonists
CCCc1nc(SC)[nH]c(=O)c1C	-5%	-6%	-12%	9%	i	0.3	-0.9%	0.5	46	-4%	4%
O=C(Cc1ccc([N+](=O)[O-])cc1)Nc1ccc(Cl)cc1	-2%	-17%	4%	-13%	i	0.2	0.2%	-0.9	54	-1%	5%
CC1=CN2CC(O)CN=C2C=C1 (centres undefined)	13%	0%	-3%	4%	i	5.4	-0.5%	-0.1	61	-7%	-2%
CC(/C=C/c1ccccc1)=N/NC(=O)C(O)c1ccccc1 (centres undefined)	0%	3%	7%	0%	i	0.2	0.6%	-0.5	67	-1%	3%
CC(=O)N1CN(Cc2ccccn2)Cc2c1sc1c2CCCC1	8%	-5%	6%	-6%	i	1.2	1.9%	-0.7	41	-6%	-1%
Cc1cc(C(=O)COC(=O)c2ccc(O)cc2)c(C)n1CC1CCCO1 (centres undefined)	0%	-8%	7%	15%	i	0.3	0.0%	-0.7	46	0%	4%
NC(=O)COc1ccc(NS(=O)(=O)Cc2ccccc2)cc1	0%	-5%	1%	26%	i	0.6	1.4%	-0.1	55	-3%	-2%
CCCCONc1ncnc2nonc12	4%	3%	14%	5%	i	0.7	-0.5%	1.2	44	6%	-4%
C=CCn1c(SCC(=O)NCCc2ccccc2)nnc1C(C)NC(=O)c1cccs1 (centres undefined)	4%	0%	-1%	19%	i	0.8	2.9%	0.4	85	2%	3%
O=C(COC(=O)C1COc2ccccc2O1)Nc1ccc2c(c1)CCC2 (centres undefined)	8%	-11%	-5%	5%	i	1.1	1.4%	0.0	30	-6%	3%
COc1ccc2c(c1)OC(c1ccccc1)(C(F)(F)F)NC2=O (centres undefined)	5%	12%	-9%	11%	i	0.8	-1.2%	2.2	79	1%	-2%
Oc1ccc(/C=N/Nc2ccnc3cc(Cl)ccc23)c(O)c1O	15%	-13%	13%	8%	i	2.6	33%	0.4	33	-9%	60%

A different layout for six compounds above:
Every second line gives: Rac1 GTP hydrolysis | GPR35 antagonists | Salmonella PhoP GFP | GPR55 antagonists | Myeloid diff MLP | Myeloid diff MLP GFP+ MAC1+ % | HIV fusion peptide | NTR1 agonist | NTR1 agonist cell count 20 µM | LYP phosphatase | SIAH1 antagonists
> Cc1cc(C(=O)COC(=O)c2ccc(O)cc2)c(C)n1CC1CCCO1 (centres undefined)
  0% | -8% | 7% | 15% | i | 0.3 | 0.0% | -0.7 | 46 | 0% | 4%
> NC(=O)COc1ccc(NS(=O)(=O)Cc2ccccc2)cc1
  0% | -5% | 1% | 26% | i | 0.6 | 1.4% | -0.1 | 55 | -3% | -2%
> CCCCONc1ncnc2nonc12
  4% | 3% | 14% | 5% | i | 0.7 | -0.5% | 1.2 | 44 | 6% | -4%
> C=CCn1c(SCC(=O)NCCc2ccccc2)nnc1C(C)NC(=O)c1cccs1 (centres undefined)
  4% | 0% | -1% | 19% | i | 0.8 | 2.9% | 0.4 | 85 | 2% | 3%
> O=C(COC(=O)C1COc2ccccc2O1)Nc1ccc2c(c1)CCC2 (centres undefined)
  8% | -11% | -5% | 5% | i | 1.1 | 1.4% | 0.0 | 30 | -6% | 3%
> COc1ccc2c(c1)OC(c1ccccc1)(C(F)(F)F)NC2=O (centres undefined)
  5% | 12% | -9% | 11% | i | 0.8 | -1.2% | 2.2 | 79 | 1% | -2%

Remaining list, next part:
SMILES	Rac1 GTP hydrolysis	GPR35 antagonists	Salmonella PhoP GFP	GPR55 antagonists	Myeloid diff MLP	Myeloid diff MLP GFP+ MAC1+ %	HIV fusion peptide	NTR1 agonist	NTR1 agonist cell count 20 µM	LYP phosphatase	SIAH1 antagonists
COc1ccc(OC)c(CCNC(=O)c2ccccc2NC(=O)C2=C(C)OCCS2)c1	-6%	31%	-5%	2%	i	0.9	-0.8%	0.5	55	-7%	-1%
COC/C=C/C1=CC2=CC(=O)C(C)(OC(=O)c3cnc4ccccc4n3)C(=O)C2=CN1c1ccc(CO)cc1 (centres undefined)	.	-17%	.	4%	.	.	48%	-4.1	93	-1%	10%
O=C1c2ccsc2SCCN1Cc1c(Cl)cccc1Cl	9%	4%	14%	-10%	i	0.6	-0.5%	-0.2	67	0%	3%
Cc1sc(NC(=O)C2C3CCC(C3)C2C(=O)O)c(C(N)=O)c1-c1ccc(C(C)(C)C)cc1 (centres undefined)	13%	0%	7%	43%	i	0.1	14%	0.1	47	-1%	12%
Cc1ccc(NC(=O)Cn2cccc2)c(C)c1	14%	-7%	-8%	-6%	i	0.4	-2.1%	-2.1	90	-9%	-3%
COc1cccc(/C=N/NC(=O)CNC(=O)c2ccc3c(c2)OCCO3)c1O	8%	-11%	-5%	4%	i	0.6	4.0%	3.6	58	10%	-1%
CC1CCC2(CC1)NC(=O)N(CC(=O)c1ccc(Cl)s1)C2=O (centres undefined)	4%	1%	-4%	7%	i	1.5	4.7%	1.4	60	6%	2%
CCOC(=O)Cc1ccc(NCc2ccc(Cl)cc2)cc1	8%	13%	-10%	8%	i	1.4	1.0%	4.2	57	3%	0%
COc1ccc(OC)c(Nc2ncnc3sc(-c4ccccc4)cc23)c1	8%	-3%	-6%	1%	i	0.7	-2.2%	5.0	41	2%	-3%
CCN(CC)C(=O)Oc1nnc(SC(C)C)n1-c1ccc(Cl)c(Cl)c1	-11%	1%	-10%	-1%	i	1.7	1.0%	0.7	56	-2%	7%
O=C(Nc1nc2cc3c(cc2s1)OCCO3)c1cccc(S(=O)(=O)N2CCOCC2)c1	.	6%	.	-4%	.	.	2.6%	.	.	-6%	0%
COc1cc2c(cc1NC(=O)c1cccc([N+](=O)[O-])c1)oc1ccccc12	2%	-3%	7%	-8%	i	0.5	-9.4%	6.3	39	4%	30%
C=CCc1ccc(OCCOCCOc2ccc(C)cc2[N+](=O)[O-])c(OC)c1	9%	27%	2%	0%	i	0.3	-2.3%	4.2	52	1%	6%
O=C(Nc1ccc(-c2csc(Nc3ccccc3)n2)cc1)c1cccc(C(F)(F)F)c1	7%	3%	4%	10%	i	2.6	4.8%	14	85	7%	45%
C#CCn1c(=NC(=O)c2ccc(S(=O)(=O)N3CCCc4ccccc43)cc2)sc2cc(S(N)(=O)=O)ccc21	8%	-14%	?	5%	i	0.3	4.2%	10	49	0%	4%
Cc1ccc(CSc2ncnc3c2cnn3Cc2ccccc2)cc1	5%	8%	-3%	14%	i	0.4	3.3%	2.8	73	2%	1%
COc1ccc(-c2cc(COc3ccccc3)on2)cc1	9%	3%	-8%	4%	i	0.2	-1.5%	0.0	40	2%	3%
CNC(=O)Nc1cccc(NC(=O)NC)n1	4%	13%	27%	3%	i	0.7	-0.8%	-4.4	77	-6%	0%
Cc1ccc(NC(=O)COC(=O)c2cccc(N3C(=O)c4ccccc4C3=O)c2)cc1	10%	-15%	-3%	3%	i	0.3	1.1%	3.8	58	0%	1%
O=C(CCn1c(=O)[nH]c2ccccc2c1=O)N1CCN(c2cccc(C(F)(F)F)c2)CC1	-6%	-3%	-8%	-1%	i	1.2	-0.2%	1.9	64	1%	0%
COc1cc(C=O)c(-c2c(C=O)cc(OC)c3c2OCO3)c2c1OCO2	8%	6%	-10%	-20%	i	1.0	1.5%	1.7	58	-6%	0%
COc1cc2ccc(=O)oc2cc1OCC(O)C(C)(C)O (centres undefined)	8%	7%	-2%	6%	i	2.9	5.1%	0.7	89	-16%	9%
COc1ccc(CC(=O)Nc2cccc(C(=O)Nc3ccccc3C(=O)O)c2)cc1OC	7%	2%	2%	-4%	i	0.3	10%	0.3	45	0%	3%
COCCNc1c2c(nc3ccccc13)CCC2	12%	13%	-5%	-2%	.	.	-2.1%	-1.4	61	-7%	2%
CCCC(NC(=O)COc1cc2c(c3oc(=O)cc(C)c13)CCC(C)(C)O2)C(=O)O (centres undefined)	.	18%	6%	8%	i	0.9	0.0%	-0.8	102	-13%	7%
Cc1ccc(S(=O)(=O)N/N=C/c2ccccc2O)cc1	4%	5%	-5%	10%	i	0.6	0.4%	-1.4	57	-6%	1%
COc1cc(NC(=O)COC(=O)CCCC2=NS(=O)(=O)c3ccccc3N2)cc(OC)c1	3%	1%	-10%	2%	i	5.5	0.9%	-1.0	54	-11%	-2%
Cn1cc(C(=O)N2CCc3ccccc32)cn1	3%	4%	-2%	8%	i	0.3	0.6%	-1.5	64	-8%	-5%
CC(CC(=O)O)Nc1ccccc1O (centres undefined)	16%	-10%	-3%	9%	.	.	-0.3%	-0.7	44	-5%	13%
O=C(CN(C(=O)c1csnn1)c1cccc2c1CCCC2)NC1CCCC1	0%	0%	-8%	-13%	i	0.3	-1.2%	-1.1	35	-4%	3%
COc1ccc2[nH]c(C(=O)N(C)Cc3ccccc3)c(C)c2c1	10%	8%	.	-8%	i	0.2	-0.7%	-1.2	83	-7%	-4%
COc1ccc(NC(=O)CSCC(=O)Nc2cccc3ncccc23)cc1	-2%	.	-3%	.	i	0.8	.	0.9	50	.	.
O=C(c1ccccc1)c1c[nH]c(C(=O)NNc2ccccc2)c1	2%	12%	1%	4%	i	0.0	-2.6%	-0.7	32	-7%	4%
COCCCNC(=S)NNC(=O)C1CC1c1ccc(C(C)(C)C)cc1 (centres undefined)	8%	-6%	7%	-6%	i	0.2	-1.9%	.	.	-2%	3%
O=C(NCC(=O)N1CCN(S(=O)(=O)c2ccccc2)CC1)c1ccc(Br)o1	7%	.	7%	.	i	0.8	.	-1.4	64	.	.
O=C(O)c1ccccc1C(=O)Nc1nccs1	4%	-2%	10%	3%	i	1.9	-0.9%	6.0	78	10%	1%
COc1ccc(NC(=O)CCOc2ccccc2)c(OC)c1	8%	9%	-3%	-2%	i	1.2	21%	-0.2	77	-6%	0%
Cc1cccc(C(=O)N2CCN(Cc3nc4sc5c(c4c(=O)[nH]3)CCCC5)CC2)c1	9%	-18%	10%	0%	i	0.6	0.0%	-0.2	41	1%	1%

From PubChem
